PriA SSB inh – inhibitors of Klebsiella pneumoniae PriA binding to SSB C-terminal tail. AlphaScreen SSBct-PriA binding, biotinylated peptide. inhibition, % at 33 µM. hit rate 0.6% among 430,000; in the data active = inhibition mostly above about 37%, no sharp cut-off; inactive = mostly below about 20%;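 note: plate controls were negative control peptide for no effect and reference peptide for full effect; strong numbers were not always called active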
The depositor's hits bear a star; & = joins results of further samples.

SMILES	PriA SSB inh
O=C(CSc1nc2ccccc2s1)N1CCc2cc(S(=O)(=O)N3CCOCC3)ccc21	1
Cc1nn(C2CCS(=O)(=O)C2)c2nc(-c3cccs3)cc(C(=O)O)c12 (stereo not drawn)	7
O=C(CCc1ccccc1)Nc1nnc(C2CCCCC2)o1	-20
Cc1c(Cc2ccc(Cl)cc2)c(=O)n2c([nH]c3ccccc32)c1C#N	-20
O=C(NC1CCC(Oc2ccccn2)CC1)c1noc2c1CCCC2 (stereo not drawn)	-28
COc1ccc(Cl)c2sc(N)nc12	-14&3
C(=NN1CCOCC1)c1cccs1	0
O=C(Nc1sccc1-c1nc2ccccc2s1)C1CCN(S(=O)(=O)c2cccs2)CC1	-5
CCC(C)N=C1SCC(C)(C=NO)S1 (stereo not drawn)	-4
CCOc1cn(-c2ccc(F)cc2)nc1C(=O)NC1CCCCC1C (stereo not drawn)	4
COc1ccc(F)cc1S(=O)(=O)N1CCC[C@H](Cc2nc(-c3cnccn3)no2)C1	1
Cc1cc(-c2nnc(NC(=O)C3CCCN3S(=O)(=O)c3cccs3)o2)nn1C (stereo not drawn)	-11
CCS(=O)(=O)c1ccc(CC(=O)Nc2ccc([N+](=O)[O-])cc2OC)cc1	8
O=C(Cn1cncn1)N1CCN(c2nc(-c3ccsc3)cs2)CC1	2
COc1ccc(CNC(=O)N2CCc3cnc(N4CCOCC4)nc3C2)cc1	-6
COc1ccc(C)cc1NC(=O)C(=O)NCC[C@H](O)c1ccco1	-10
Cc1ccc2cccc(OC(=O)c3ccccc3F)c2n1	-7
COC(=O)c1ccccc1NC(=O)CN1CCCN(Cc2ccccc2F)S1(=O)=O	-9&-2
O=C(CNC(=O)c1cccs1)NN=Cc1ccccc1[N+](=O)[O-]	-7
Cc1cc(N2CCN(C)CC2)nc(N2CCN(C(=O)c3cccc(Cl)c3)CC2)n1	-8
CC(/C=N\NC(=O)c1cc(-c2cccs2)[nH]n1)=C\c1ccccc1	-5
OCc1cnc(SCc2ccc(Cl)c(Cl)c2)n1Cc1ccc(Cl)cc1	25
O=C(CN1CCN(Cc2ccccc2Cl)CC1)NN=C/C=C\c1ccccc1[N+](=O)[O-]	24
O=C(O)c1cc(-c2ccc(-c3ccccc3)cc2)on1	-5
O=C(Cn1c(=O)oc2ccccc21)NCCn1nc(-c2ccccn2)c2c1CCCC2	-3
Cc1[nH]c2ccccc2c1SCCNC(=O)C(c1ccccc1)c1ccccc1	1
CCOC(=O)c1ccccc1NC(=O)Cn1c(-c2ccncc2)nc(C)cc1=O	-7
COC(=O)c1ccc2c(=O)n(CC(=O)N3CCN(c4ccccn4)CC3)c(=S)[nH]c2c1	-3
COCC(=O)N1CCN(CC(F)(F)F)CC1	-3
O=C(CSc1ncccn1)N1CCCCC1	-15
O=C(Nc1nc(CCC(=O)N2CCN(c3ccccn3)CC2)cs1)c1ccc[nH]c1=O	-4&2
O=c1c2ccccc2nc(COc2ccccc2)n1N=Cc1cn[nH]c1-c1ccccc1	-6
Cc1cc(OC2CCN(C(=O)Nc3ccccc3F)CC2)cc(=O)o1	-8
O=C(Cc1ccc(F)cc1)NCc1cc(-c2ccncc2)n(C2CCCC2)n1	-13
COc1cc(C(=O)NCCCN2CCOC(c3ccccc3)C2)cc(OC)c1OC (stereo not drawn)	-4
CCOC(=O)N1CCN(S(=O)(=O)c2ccc(C(=O)Nc3nc(-c4ccc(OC)c(OC)c4)cs3)cc2)CC1	-8
O=c1c2nc(N3CCCC3)sc2c(-c2cccs2)nn1Cc1cccc(C(F)(F)F)c1	-10
O=C(NN=Cc1ccc(N2CCCC2)c([N+](=O)[O-])c1)c1cccnc1	8
CC(Cc1ccoc1)NC(=O)c1ccsc1 (stereo not drawn)	-7
COc1ccc(C=NNc2ncccc2[N+](=O)[O-])c(OC)c1	35
O=C(CCCn1nc(-c2ccco2)ccc1=O)Nc1ccc(OC(F)(F)F)cc1	5
CCOc1ccc(NC(=O)CC(C)=NNC(=O)c2cnccn2)cc1	-17
O=C(NCCn1ccnc1-c1ccccn1)c1cccs1	-1
COc1ccc2nc(-c3ccc(OC)c(NC(=O)c4ccco4)c3)cn2n1	-20
CCOc1ccc(-n2c(-c3ccc(F)cc3)nc(=S)c3c2CCCC3)cc1	12
COc1ccc(COC(=O)NN=C(C)CC(=O)Nc2ccc(Cl)cc2)cc1	3
COc1cc(S(=O)(=O)NCc2ccco2)c(C)cc1Br	9
COc1cc(C(=O)NCCC(c2ccccc2)c2ccccc2)ncn1	-18
COc1ccc(S(=O)(=O)C2CN(C(=O)NCc3ccc(OC)c(OC)c3)C2)cc1	-19
O=C(c1ccc(C(F)(F)F)cc1)N1CC(Oc2nccs2)C1	-14

More results:
SMILES	PriA SSB inh
ON=Cc1cccn1-c1nccs1	6
COc1ccc(-c2cc(C(=O)N/N=C\c3ccc(O)c(OC)c3)[nH]n2)cc1	-2
COc1cccc2cc(C(=O)Nc3nnc(Cc4cccs4)o3)oc12	15
O=C(NCCS(=O)(=O)N1CCN(c2ccccc2)CC1)c1c(F)cccc1Cl	-12&-6
CN(c1ccc(Cl)cc1)S(=O)(=O)c1ccsc1-c1nc(-c2ccc(C(F)(F)F)cc2)no1	-8
O=C(Cc1ccccc1Cl)NC1CCN(c2nccs2)CC1	-8
COc1ccc2nc(-c3ccc(OC)c(NC(=O)c4c(F)cccc4F)c3)cn2n1	-8
O=C(N1CCc2[nH]c(=O)ccc2C1)C1(c2cccs2)CCCC1	0
CCOc1ccc(OCCNC(=O)NC2CCCCC2)cc1	-18
CC(=NNC(=O)CN(c1ccccc1Br)S(C)(=O)=O)c1cccs1	-12
COc1ccc(-c2ccc(=O)n(CCCC(=O)Nc3ccccc3-c3ccccc3)n2)cc1	-7
CCOC(=O)C1=C(N)n2c(sc(=Cc3ccncc3)c2=O)=C(C(=O)OCC)C1c1ccncc1 (stereo not drawn)	-1
O=C(NCCCc1ccccc1)N1CCC(Oc2ncccn2)CC1	-11
CC(O)(CNS(=O)(=O)c1ccccc1OC(F)(F)F)c1ccco1 (stereo not drawn)	-19
COc1ccc(C(N)=NOC(=O)Cc2ccccc2OC)cc1	-59
CCCOc1ccc(C(=O)NN=Cc2ccc(-c3ccc(S(=O)(=O)Nc4ncccn4)cc3)o2)cc1	2
O=C(Cn1cnc2nc(N3CCCCC3)sc2c1=O)NC1CCCCC1	-2
COc1ccccc1CCn1c2c(c(=S)[nH]c1=O)CCC2	-17
CN(C)c1cccc(C(=O)N[C@H](c2cccnc2)C2CCOCC2)c1	-5
CCOC(=O)N1CCN(c2ccc(C(F)(F)F)cc2[N+](=O)[O-])CC1	26
COc1cccc(NC(=S)N2CCCCC2)c1	1
COc1ccccc1CCNC(=O)C(=O)NC1CCCCCC1	-1&10
Cc1cccc(NCC(=O)NN=Cc2cccc(Oc3ccccc3)c2)c1	-4
COc1ccc(CCCC(=O)NN=Cc2ccccc2OC)cc1	1
CC(C)(C)S[C@H]1CCN(C(=O)c2ccc(S(=O)(=O)N3CCCC3)cc2)C1	-15
Cc1nnsc1C(=O)Nc1ccccc1Br	0
Cc1nc(C)c(C(=O)Nc2cnn([C@H]3CCOC3)c2)s1	-13
O=C(NCC1COC2(CCCCC2)O1)c1cc(Cl)ccc1Cl (stereo not drawn)	-2
Brc1ccc2ccc3cccnc3c2n1	33
COCCN(Cc1ccoc1)C(=O)COc1ccc(Cl)cc1Cl	0
CC(=NO)c1noc(C)c1C(=O)Nc1nccs1	-8
O=C1c2cccc(OCC(=O)N3CCCc4ccccc43)c2CCN1Cc1ccc(Cl)cc1	-6
O=[N+]([O-])c1cc(C=NN2CCOCC2)cs1	1
ON=Cc1ccc(-c2cc(Cl)ccc2Cl)o1	-14
COCCCNC(=O)C(=O)NN=Cc1cc2c(cc1Br)OCO2	3
CCOc1ccc(-c2ccc(=O)n(CCCC(=O)Nc3cc(F)ccc3F)n2)cc1	-7
COc1cc(NS(=O)(=O)c2ccc3ccccc3c2)ncn1	-10
O=C(Nc1ccc(Cl)c(Cl)c1)N1CC[C@H](S(=O)(=O)c2ccccc2)C1	-13
CN(C)c1nccnc1O[C@H]1CCCN(C(=O)c2cccs2)C1	-5
CC(C)(C)C(=O)Nc1nsc(-c2ccccc2)n1	3
CC(C)Oc1ccc(CNC(=S)NN=Cc2ccc([N+](=O)[O-])cc2)cc1	7
Cn1cccc1C(CNC(=O)C(=O)Nc1ccc2c(c1)OCO2)N1CCCC1 (stereo not drawn)	-4&4
Cc1nn2c(=O)c3cc(-c4ccccc4)sc3nc2c2ccccc12	-5
Cc1ccc(C(N)=NOC(=O)Oc2ccccc2)cc1	-7
O=C(Nc1ccc2c(=O)c3ccccc3oc2c1)c1ccccc1F	-3
C=CCn1c(SCC(=O)c2ccc(Cl)c(Cl)c2)nc2scc(-c3ccc(C)cc3)c2c1=O	-5
Cc1nc(SCC(=O)c2ccc(Cl)cc2)c(C#N)c(C)c1C	-8
O=S(=O)(NCCOc1ccc2c(c1)OCO2)c1ccc(F)cc1	-1
Cc1nc2c(C)cccn2c1C(O)=C1C(=O)C(=O)N(CCN(C)C)C1c1cccs1 (stereo not drawn)	-7&-8
O=C(Cn1cc(-c2nnc(-c3ccccc3)o2)c2ccccc21)N1CCCC1	-4&0

Next records
SMILES	PriA SSB inh
O=C(COc1ccc(Cl)cc1Cl)Nc1cnoc1	12
Cc1cc(C)cc(NS(=O)(=O)C2CC2)c1	-5
COc1cc([N+](=O)[O-])cc(C=NN(CCC#N)C(C)=O)c1O	0
Brc1cccc(C=Nc2ccc(N=Nc3ccccc3)cc2)c1	48
CC(C)(C)C(=O)N1CCN(Cc2nc3ccccc3n2Cc2ccccc2)CC1	0
O=S(=O)(/C=C/c1ccccc1)N1CCc2cnc(N3CCOCC3)nc2C1	9
CC1(C)C2CCC1(CS(=O)(=O)N(Cc1ccsc1)Cc1ccco1)C(=O)C2 (stereo not drawn)	0
O=C(Nc1nnc(C2CC2)s1)c1cc2c(=O)n3ccccc3nc2s1	12
COc1ccc2c(c1)CCC[C@@]2(O)CNC(=O)c1snnc1C	-1
CCn1ccc(C(=O)N(CCCN2CCOCC2)c2nc3c(C)ccc(C)c3s2)n1	7
CCC(=NN1CCCCCC1)c1c(O)n(-c2ccccc2C)c(=O)[nH]c1=O	1
COc1ccccc1-n1ncc2c(C)nnc(SCC(=O)N3CCN(c4ccccc4)CC3)c21	6
Cn1cc(C(O)CNC(=O)Nc2ccccc2Cl)c2ccccc21 (stereo not drawn)	9
CCOC(=O)c1ccccc1NC(=O)CSc1ccc(-c2sc(C)nc2C)nn1	6
O=C(CCS(=O)(=O)c1ccccc1)N1CCC2(CC1)OCCN2S(=O)(=O)c1ccccc1	-7
O=C(NCc1ccco1)c1ccc(CNS(=O)(=O)c2cccc(C(F)(F)F)c2)cc1	-12
c1ccc(-c2nc(NCc3ccc4c(c3)OCO4)c3cc(-c4ccccc4)sc3n2)cc1	2
Cc1cc(NC(=O)Cc2ccc(Cl)cc2)n(-c2nc3c(cnn3-c3ccc(Cl)cc3)c(=O)[nH]2)n1	-5
CC(=NNC(=O)C(N)=O)c1cccc(C(F)(F)F)c1	-12
O=C(NC1CCCC1)N(CCc1cccs1)Cc1ccoc1	6
CN(C)C(=O)c1ccccc1N	-13
O=C1NCCNC1=CC(=O)c1ccccc1	4
O=S(=O)(Cc1cccc(Cl)c1)NCC(c1ccsc1)N1CCCC1 (stereo not drawn)	4
CN(C)CCN(C(=O)COc1ccc(Cl)cc1Cl)c1nc2cc3c(cc2s1)OCCO3	19
O=C(CN1C(=O)C(c2ccccc2)=NC12CCCCCC2)Nc1ccc(F)c(Cl)c1	-4
Cc1nnc(SCC(=O)NCC2CCCO2)c2c1cnn2-c1ccc(F)cc1 (stereo not drawn)	-21
Cc1c(Cl)c([N+](=O)[O-])nn1Cc1ccc(C(=O)NN=Cc2cccc(Br)c2)o1	-1
O=C(Nc1nc2c(s1)CN(S(=O)(=O)C1CC1)CC2)c1cc(-c2cccs2)[nH]n1	-11
CCOC(=O)c1c(NC(=O)CSc2nc(-c3cccc([N+](=O)[O-])c3)cs2)sc(C)c1C	5

High-throughput results deposited in PubChem BioAssay by Small Molecule Screening Facility, UW Madison.

A portion of the library (hit frequency here may not be typical).
